V-ATPase pHluor = yeast V-ATPase proton transport regulation by pHLuorin. actives 0.37% (n = 350,000). S. cerevisiae, pHLuorin cytosolic pH fluorescence. response, % at 10 µM; in the data active = response mostly above about 7.3%, no sharp cut-off; inactive = mostly below about 5.4%; also: actives read high; inactives centre near 0; some compounds called inactive have numbers as strong as hits; reference of the scale not given here
RTF Ca sens inh = cardiac RTF calcium desensitization. P19429+P45379. IANBD-labeled cardiac RTF, Ca2+ fluorescence. inhibition, % at 7.15 µM. actives 0.12% (n = 340,000). AID 493244;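 active = inhibition above the mean inhibition of all tested compounds plus 3 SD, cut at about 17% in these data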;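 also: assay run at fixed EC70 calcium of 1.6 mM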
Arrestin-AP2 inh = inhibitors of human beta-arrestin and AP2 interaction; FITC-arrestin peptide / GST-AP2 beads, flow cytometry; AP2 beta2 appendage carries R879A mutation; actives 0.31% (n = 340,000); inhibition, % at 10 µM;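 active = inhibition above a set limit, near 3 SD of compounds lacking own fluorescence, cut at about 54% in these data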;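 also: plate controls were DMSO wells for no effect and 5 µM unlabelled arrestin peptide for full effect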
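Material – GST-tagged AP2 beta2-adaptin appendage (R879A) on 4 µm glutathione beads · Probe or stimulus – fluorescein-tagged arrestin peptide at 50 nM final · Timing – 12 min plus 1 h, RT · Detection – bead flow cytometry, FITC channel · Read-out basis – inhibition as reduced fluorescein signal on beads, percent · Medium – PBS plus Tween 20 (0.05%) and BSA (0.1%)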
DSG3 Ab inh = inhibitors of pemphigus antibody binding to human desmoglein-3. P32926. DSG3-coupled beads, scFv-anti-DSG3-GFP binding, flow cytometry; hits give low values. binding (percent of control), % at 10 µM. actives 0.48% (n = 310,000);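 active = binding more than 3 SD below its plate's average and above zero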;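 also: hits lower antibody fragment binding to DSG3; some compounds called inactive have numbers as strong as hits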
Target sequence (P32926 whole entry, looked up, the tested form may be a part): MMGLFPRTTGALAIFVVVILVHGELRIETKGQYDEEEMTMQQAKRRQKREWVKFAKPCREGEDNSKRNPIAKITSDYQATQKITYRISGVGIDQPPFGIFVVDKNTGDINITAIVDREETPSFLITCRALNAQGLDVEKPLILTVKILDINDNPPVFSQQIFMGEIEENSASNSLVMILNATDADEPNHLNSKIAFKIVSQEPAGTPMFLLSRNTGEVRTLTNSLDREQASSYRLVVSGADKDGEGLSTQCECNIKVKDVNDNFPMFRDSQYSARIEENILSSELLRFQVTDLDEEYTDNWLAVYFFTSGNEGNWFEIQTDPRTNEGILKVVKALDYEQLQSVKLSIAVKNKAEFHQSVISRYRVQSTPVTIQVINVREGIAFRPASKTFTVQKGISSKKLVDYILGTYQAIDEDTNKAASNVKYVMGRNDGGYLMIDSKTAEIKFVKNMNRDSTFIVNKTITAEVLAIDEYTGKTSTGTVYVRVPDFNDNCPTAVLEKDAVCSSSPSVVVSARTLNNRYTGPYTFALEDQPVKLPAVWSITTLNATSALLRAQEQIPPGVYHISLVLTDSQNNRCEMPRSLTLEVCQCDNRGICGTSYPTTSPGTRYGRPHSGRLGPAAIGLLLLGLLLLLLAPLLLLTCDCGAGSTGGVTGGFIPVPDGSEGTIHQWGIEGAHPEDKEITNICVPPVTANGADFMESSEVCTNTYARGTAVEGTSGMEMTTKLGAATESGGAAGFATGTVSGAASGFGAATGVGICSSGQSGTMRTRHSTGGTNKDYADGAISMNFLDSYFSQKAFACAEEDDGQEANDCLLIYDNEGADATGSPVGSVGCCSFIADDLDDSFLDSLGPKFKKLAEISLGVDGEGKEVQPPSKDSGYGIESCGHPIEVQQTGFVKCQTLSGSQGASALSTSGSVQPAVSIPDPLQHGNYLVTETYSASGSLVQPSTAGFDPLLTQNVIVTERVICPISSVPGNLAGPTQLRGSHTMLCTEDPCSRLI
Wnt act = activators of Wnt/beta-catenin signaling. actives 1.2% (n = 300,000). Wnt/beta-catenin reporter cell assay, activator, plate reader. activation, % at 9.35 µM. AID 743398; in the data active = activation above about 30%, passing the limit was not always enough;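 also: 0% = neutral control wells and 100% = positive control wells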
cardiac RTF act = cardiac RTF calcium sensitization | IANBD-labeled TnC RTF fluorescence at EC20 calcium; 0% EC20 calcium, 100% full calcium | activation, % at 7.2 µM | actives 0.24% (n = 340,000);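 active = activation above the mean over all tested compounds plus 3 SD, cut at about 30% in these data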;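 also: rise in fluorescence read as greater calcium sensitivity of cardiac thin filaments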
C-LANA FP = blocks KSHV LANA C-terminal domain binding to DNA | MBP-C-LANA/FAM-LBS DNA binding, fluorescence polarization | inhibition, % at 9 µM | actives 0.078% (n = 340,000) | AID 504423;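 active = highest replicate inhibition at or above 60% at 9 µM, even if other replicates fall short; inactive = all replicates below 60% inhibition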;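 also: 0% = neutral control wells and 100% = 4 µM acridine orange control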
Keap1-Nrf2 PPI = inhibitors of human Keap1-Nrf2 protein-protein interaction; Q14145; Keap1 Kelch-Nrf2 peptide fluorescence polarization, 1536-well; inhibition, % at 9.4 µM; actives 0.15% (n = 340,000); AID 504523; in the data active = inhibition above about 12%;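 also: human Keap1 Kelch domain with fluorescein labeled Nrf2 9mer peptide probe; 0% = neutral control wells and 100% = peptide positive control; higher means more block of Keap1 binding to Nrf2 peptide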
MOR-DOR inv ag = inverse agonist of human OPRM1-OPRD1 heterodimerization. P35372+P41143. cell-based MOR-DOR heterodimer luminescence, inverse agonism. actives 0.21% (n = 340,000). inhibition, % at 9.3 µM; in the data active = inhibition above about 22%, passing the limit was not always enough;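 also: 0% = cells with DMSO and 100% = wells without cells with DMSO; values of inactives mirror those of a sister screen read the other way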
MOR-DOR ag = OPRM1-OPRD1 heterodimerization agonism. AID 504326. P35372+P41143. activation, % at 9.3 µM. cells, luminescence. actives 0.3% (n = 340,000); in the data active = activation above about 18%;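 also: 0% = vehicle-treated cells and 100% = reference agonist; values of inactives mirror those of a sister screen read the other way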
An asterisk follows results filed as active.

CN(c1cccc(NC(=O)COc2ccc(Cl)cc2Cl)c1)S(C)(=O)=O was read as V-ATPase pHluor 3, RTF Ca sens inh 2, Arrestin-AP2 inh 7, DSG3 Ab inh 94, Wnt act 37*, cardiac RTF act 3, C-LANA FP -0.2, Keap1-Nrf2 PPI -2, MOR-DOR inv ag 2 and MOR-DOR ag -0.4.
For O=C(NCCN1CCOCC1)C1CC(=O)N(c2cccc(C(F)(F)F)c2)C1 (centres undefined) the results were V-ATPase pHluor -3, RTF Ca sens inh -8, Arrestin-AP2 inh -1, DSG3 Ab inh 98, Wnt act -3, cardiac RTF act 7, C-LANA FP -0.1, Keap1-Nrf2 PPI 0, MOR-DOR inv ag 17 and MOR-DOR ag -3.2.
For Cc1cc(=O)c(C(=O)O)nn1-c1ccc(Cl)cc1 the results were V-ATPase pHluor 3, RTF Ca sens inh -21, Arrestin-AP2 inh -7, DSG3 Ab inh 89, Wnt act 3, cardiac RTF act 9, C-LANA FP -1.1, Keap1-Nrf2 PPI 0, MOR-DOR inv ag 0 and MOR-DOR ag 0.0.
For COc1ccccc1NC(=O)c1ccc(N2CC3CC(C2)c2cccc(=O)n2C3)c(NC(=O)c2cccnc2)c1 (centres undefined) the results were V-ATPase pHluor 0, RTF Ca sens inh -4, Arrestin-AP2 inh -1, DSG3 Ab inh 102, Wnt act -3, cardiac RTF act -1, C-LANA FP -1.2, Keap1-Nrf2 PPI -4, MOR-DOR inv ag 13 and MOR-DOR ag -2.5.
For O=C(CSc1oc(-c2ccco2)nc1S(=O)(=O)c1ccccc1)NCC1CCCO1 (centres undefined) the results were V-ATPase pHluor 3, RTF Ca sens inh 4, Arrestin-AP2 inh 2, Wnt act 0, cardiac RTF act -3, C-LANA FP 0.6, Keap1-Nrf2 PPI -7, MOR-DOR inv ag 11 and MOR-DOR ag -2.5.
CN1C(=S)NC(C)(C)CC1(C)c1ccc(O)cc1O (centres undefined) was read as V-ATPase pHluor 4, RTF Ca sens inh -5, Arrestin-AP2 inh -9, DSG3 Ab inh 88, cardiac RTF act -1, C-LANA FP -0.7, Keap1-Nrf2 PPI -2, MOR-DOR inv ag 14 and MOR-DOR ag -2.7.
Screening COc1ccc(/C(N)=N/OC(=O)CCC2CCCC2)cc1OC returned V-ATPase pHluor -4, RTF Ca sens inh -11, Arrestin-AP2 inh 4, Wnt act 1, cardiac RTF act 6, C-LANA FP 0.6, Keap1-Nrf2 PPI -2, MOR-DOR inv ag 1 and MOR-DOR ag -0.2.
Screening CC(C)(C)c1ccc(/C=N/n2cnnc2)cc1 returned V-ATPase pHluor -2, RTF Ca sens inh -5, Arrestin-AP2 inh 18, DSG3 Ab inh 92, Wnt act 0, cardiac RTF act 2, C-LANA FP -1.0, Keap1-Nrf2 PPI 0, MOR-DOR inv ag 14 and MOR-DOR ag -2.9.
Screening O=C(Nn1cnc2ccccc2c1=O)c1ccccc1Cl returned V-ATPase pHluor -2, RTF Ca sens inh -11, Arrestin-AP2 inh 1, DSG3 Ab inh 103, cardiac RTF act 2, C-LANA FP -0.2, Keap1-Nrf2 PPI -7, MOR-DOR inv ag 7 and MOR-DOR ag -1.2.
N#CC1=C2SCN(Cc3ccco3)CN2C(=O)CC1c1cccc2ccccc12 (centres undefined) was read as V-ATPase pHluor 6, RTF Ca sens inh -7, Arrestin-AP2 inh 18, Wnt act -4, cardiac RTF act 3, C-LANA FP 0.2, Keap1-Nrf2 PPI -1, MOR-DOR inv ag -24 and MOR-DOR ag 4.8.
For O=C(Cc1ccc(F)cc1)Nc1nc(-c2ccc(F)c(F)c2)cs1 the results were V-ATPase pHluor -4, RTF Ca sens inh -7, Arrestin-AP2 inh -2, DSG3 Ab inh 98, Wnt act -1, cardiac RTF act -5, C-LANA FP 1.7, Keap1-Nrf2 PPI -10, MOR-DOR inv ag -28 and MOR-DOR ag 5.8.
For O=C(COC(=O)/C=C/c1ccc(Cl)cc1)NC1CC1 the results were RTF Ca sens inh 1, Arrestin-AP2 inh -21, DSG3 Ab inh 102, Wnt act 0, cardiac RTF act 1, C-LANA FP -1.0, Keap1-Nrf2 PPI -6, MOR-DOR inv ag 18 and MOR-DOR ag -4.7.
For CCc1ccc(-n2c(SCC(=O)c3ccc4c(c3)NC(=O)CO4)nc3ccccc3c2=O)cc1 the results were V-ATPase pHluor 3, RTF Ca sens inh -13, Arrestin-AP2 inh -13, DSG3 Ab inh 105, Wnt act -7, cardiac RTF act 2, C-LANA FP 0.9, Keap1-Nrf2 PPI -2, MOR-DOR inv ag 8 and MOR-DOR ag -1.6.
`O=C(O)/C=C\C(=O)Nc1ccc(F)c(F)c1F` gave V-ATPase pHluor 2, RTF Ca sens inh -4, Arrestin-AP2 inh 10, DSG3 Ab inh 96, Wnt act 3, cardiac RTF act 5, C-LANA FP 1.4, Keap1-Nrf2 PPI 1, MOR-DOR inv ag 14 and MOR-DOR ag -2.7.
For CC1=C(C(=O)OC(C)C)C(c2cccc(F)c2)n2ncnc2N1 (centres undefined) the results were V-ATPase pHluor -2, RTF Ca sens inh -8, Arrestin-AP2 inh -13, DSG3 Ab inh 100, Wnt act -3, cardiac RTF act 4, C-LANA FP -0.7, Keap1-Nrf2 PPI -3, MOR-DOR inv ag 1 and MOR-DOR ag -0.2.
`CCOc1ccc(C(=O)Nc2nc(C)cc(C)n2)cc1[N+](=O)[O-]` gave V-ATPase pHluor -5, RTF Ca sens inh 5, Arrestin-AP2 inh 20, DSG3 Ab inh 95, Wnt act -2, cardiac RTF act 5, C-LANA FP -1.5, Keap1-Nrf2 PPI 0, MOR-DOR inv ag 17 and MOR-DOR ag -3.3.
`CCOC(=O)c1c(-c2ccccc2)csc1NC(=O)C(C)NCc1ccco1` (centres undefined) gave V-ATPase pHluor 6, RTF Ca sens inh 0, Arrestin-AP2 inh 13, DSG3 Ab inh 100, Wnt act 0, cardiac RTF act -4, C-LANA FP -1.7, Keap1-Nrf2 PPI -3, MOR-DOR inv ag -9 and MOR-DOR ag 1.7.
For CCc1ccccc1Nc1nc2ccccc2n1C(C)C the results were V-ATPase pHluor -2, RTF Ca sens inh -5, Arrestin-AP2 inh 17, DSG3 Ab inh 97, Wnt act -1, cardiac RTF act 4, C-LANA FP 2.9, Keap1-Nrf2 PPI 6, MOR-DOR inv ag -1 and MOR-DOR ag 0.2.
For CCOC(=O)C1=C(CBr)NC(=O)NC1C (centres undefined) the results were V-ATPase pHluor -1, RTF Ca sens inh -4, Arrestin-AP2 inh -2, DSG3 Ab inh 96, Wnt act 0, cardiac RTF act 4, C-LANA FP 2.6, Keap1-Nrf2 PPI 3, MOR-DOR inv ag 8 and MOR-DOR ag -1.5.
Screening CC(OC(=O)/C=C/c1cccc(Cl)c1)C(=O)NC1CCCCC1C (centres undefined) returned V-ATPase pHluor -1, RTF Ca sens inh 5, Arrestin-AP2 inh -8, DSG3 Ab inh 103, Wnt act -5, cardiac RTF act -4, C-LANA FP -1.9, Keap1-Nrf2 PPI -1, MOR-DOR inv ag 13 and MOR-DOR ag -2.1.
`FC(F)(F)c1cccc(OCCN2CCN(Cc3ccccc3)CC2)c1` gave V-ATPase pHluor 1, RTF Ca sens inh -24, Arrestin-AP2 inh 15, DSG3 Ab inh 126, Wnt act -2, cardiac RTF act 1, C-LANA FP 1.4, Keap1-Nrf2 PPI 2, MOR-DOR inv ag -20 and MOR-DOR ag 3.7.
CCOC(=O)c1c(C)[nH]c(C(=O)COC(=O)CNC(=O)c2ccc(Cl)cc2)c1C was read as V-ATPase pHluor 0, RTF Ca sens inh 16, Arrestin-AP2 inh -2, DSG3 Ab inh 101, cardiac RTF act -5, C-LANA FP -2.8, Keap1-Nrf2 PPI 1, MOR-DOR inv ag 8 and MOR-DOR ag -1.5.
`COc1cccc(N2[C@@H](CC(C)=O)c3ccccc3S2(=O)=O)c1` gave V-ATPase pHluor 1, RTF Ca sens inh -1, Arrestin-AP2 inh 5, DSG3 Ab inh 107, Wnt act 1, cardiac RTF act -3, C-LANA FP -1.0, Keap1-Nrf2 PPI -4, MOR-DOR inv ag 24 and MOR-DOR ag -4.3.
Screening O=C(O)CC(NC(=O)OCc1ccccc1)c1ccc(Br)cc1 (centres undefined) returned V-ATPase pHluor 1, RTF Ca sens inh -9, Arrestin-AP2 inh 3, Wnt act -4, cardiac RTF act -6, C-LANA FP -1.1, Keap1-Nrf2 PPI 0, MOR-DOR inv ag -4 and MOR-DOR ag 0.7.

Gathered by group: those above containing an aryl methoxy group.
For COc1ccccc1NC(=O)c1ccc(N2CC3CC(C2)c2cccc(=O)n2C3)c(NC(=O)c2cccnc2)c1 (centres undefined) the results were V-ATPase pHluor 0, RTF Ca sens inh -4, Arrestin-AP2 inh -1, DSG3 Ab inh 102, Wnt act -3, cardiac RTF act -1, C-LANA FP -1.2, Keap1-Nrf2 PPI -4, MOR-DOR inv ag 13 and MOR-DOR ag -2.5.
Screening COc1ccc(/C(N)=N/OC(=O)CCC2CCCC2)cc1OC returned V-ATPase pHluor -4, RTF Ca sens inh -11, Arrestin-AP2 inh 4, Wnt act 1, cardiac RTF act 6, C-LANA FP 0.6, Keap1-Nrf2 PPI -2, MOR-DOR inv ag 1 and MOR-DOR ag -0.2.
`COc1cccc(N2[C@@H](CC(C)=O)c3ccccc3S2(=O)=O)c1` gave V-ATPase pHluor 1, RTF Ca sens inh -1, Arrestin-AP2 inh 5, DSG3 Ab inh 107, Wnt act 1, cardiac RTF act -3, C-LANA FP -1.0, Keap1-Nrf2 PPI -4, MOR-DOR inv ag 24 and MOR-DOR ag -4.3.

Remaining list, next part
Screening COc1cccc(C(=O)N2CCN(C(=O)c3cccc(F)c3)CC2)c1 returned V-ATPase pHluor 1, RTF Ca sens inh -2, Arrestin-AP2 inh 3, DSG3 Ab inh 109, cardiac RTF act 0, C-LANA FP 2.1, Keap1-Nrf2 PPI -4, MOR-DOR inv ag 12 and MOR-DOR ag -2.5.
Cc1ccc2c(COC(=O)CNC(=O)c3ccco3)cc(=O)oc2c1C was read as V-ATPase pHluor -1, RTF Ca sens inh 3, Arrestin-AP2 inh 21, DSG3 Ab inh 91, Wnt act -3, cardiac RTF act -5, C-LANA FP -0.4, Keap1-Nrf2 PPI -4, MOR-DOR inv ag 11 and MOR-DOR ag -2.3.
Cc1ccccc1OCC(O)CN1CCCCC1 (centres undefined) was read as V-ATPase pHluor -1, RTF Ca sens inh -16, Arrestin-AP2 inh 13, DSG3 Ab inh 98, Wnt act 7, cardiac RTF act 4, C-LANA FP -0.5, Keap1-Nrf2 PPI 1, MOR-DOR inv ag 6 and MOR-DOR ag -1.2.
O=C1C2C3CC(C(Br)C3Br)C2C(=O)N1c1nccs1 (centres undefined) was read as V-ATPase pHluor -3, Arrestin-AP2 inh 9, DSG3 Ab inh 103 and Wnt act 0.
For CC(C)CCNC(=O)c1cc(S(=O)(=O)N2CCCCC2)ccc1N1CCOCC1 the results were V-ATPase pHluor -1, RTF Ca sens inh 1, Arrestin-AP2 inh 27, DSG3 Ab inh 90, Wnt act -4, cardiac RTF act -5, C-LANA FP 0.2, Keap1-Nrf2 PPI -4, MOR-DOR inv ag 0 and MOR-DOR ag 0.0.

Bioassay records from PubChem.
